Assay outcomes deposited in PubChem by Broad Institute.
Statin myotox sup: suppressors of statin myotoxicity in C2C12 myotubes, primary screen, cell-based, single point, plate reader | C2C12 myotubes + simvastatin, ATP luminescence, 48 h; scaled: DMSO 0, geranylgeraniol control 100 | rescue of ATP level, % at 7.49 µM | actives 0.78% (n = 330,000) | AID 602340, 2012;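 active means mean ATP rescue above about 67%, or every replicate alone reaching that limit, limit read from the data, passing the limit was not always enough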;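 further: myotubes were challenged with 10 µM simvastatin during compound exposure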
PGC1a acetyl inh: inhibitors of PGC1a acetylation signal, primary screen, cell-based, U2OS, AlphaScreen, inhibitor mode; AlphaScreen anti-acetyl-lysine; with virally co-expressed GCN5 acetyltransferase; inhibition, % at 15.6 µM; actives 0.17% (n = 350,000);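 active means every replicate shows inhibition of at least 40%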;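 further: 0% = neutral control wells and 100% = positive control wells; some results beyond the cut were filed as inactive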
Cneo AK release: Cryptococcus neoformans cell lysis inducers, primary screen, AK release luminescence, single concentration | lysis activity, % at 15 µM | actives 0.2% (n = 360,000) | C. neoformans lysis, adenylate kinase release luminescence, 4 h; normalised: neutral wells 0, clomiphene wells 100;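 active means mean lysis activity across replicates of at least 80%, whatever share of replicates individually reach that level; inactive means mean lysis activity below 80%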
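Material: C. neoformans cells | Amount: Yeast cell density of 5 × 10^6 cells/mL | Medium: Fresh YPD growth medium | Dosing: Single dose | Times: Static 4 h at 37 °C with compound, 1 h detection | Detection: AK luminescence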
GSIS activator: GLuc luminescence reporter in INS-1E cells, primary screen for activators of glucose-dependent secretion of insulin | INS-1E GLuc reporter insulin secretion, 2-3 h | activation, % at 16.6 µM | actives 0.61% (n = 370,000);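 active means lowest replicate activation of at least 40%, so every replicate reaches that level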;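 further: 0% = median of neutral control wells and 100% = median of IBMX positive control wells; some compounds called inactive have numbers as strong as hits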
PglD inh: C. jejuni PglD acetyltransferase inhibitors, primary screen, biochemical, DTNB colorimetric, single point. UDP-N-acetylbacillosamine N-acetyltransferase PglD (Campylobacter jejuni). purified PglD enzyme, DTNB colorimetric CoA detection. inhibition, % at 12.5 µM. actives 0.098% (n = 360,000). AID 602405, 2012; in the data active means inhibition above about 16%, passing the limit was not always enough; further: strong numbers were not always called active
FN deposit inh: inhibitors of fibronectin matrix deposition, primary screen, AH1F cells, Alexa488-fibronectin fluorescence, plate reader; AH1F fibroblasts, overnight; inhibition, % at 12.6 µM; actives 0.086% (n = 350,000);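 active means mean inhibition across replicates of 30% or more, regardless of how many single replicates reach that level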;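 further: positive control wells lacked labelled fibronectin entirely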
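Material: AH1F fibroblasts assembling fluorescent fibronectin matrix; amount: 10000 AH1F cells/well; medium: DMEM, 2% serum; reagent: Alexa488-fibronectin, 24 nM final in well; dosing: single compound dose, delivered by pin transfer; incubation: 1 h adhesion, overnight exposure; detection: fluorescence after three HBSS washes, excitation 485 nm, emission 525 nm; measure: fibronectin deposition inhibition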
F508del corr: F508del CFTR correction, initial screen, CFBE line, single point; CFBE cells, YFP halide quenching; stimulated with forskolin plus potentiator P3; % fluorescence drop versus neutral controls; actives 0.36% (n = 350,000); AID 720511, 2013; activity (quench increase), % at 7.58 µM;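 active means mean added fluorescence quench of at least 8% versus neutral control, with both replicates also reaching 8%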;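 further: cells transiently co-express mutant CFTR-F508del with the halide-sensitive YFP; corrector assay measuring rescue of mutant channel to the surface after 24 h compound exposure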
miR-122 sensor: miR-122 Renilla sensor signal increase in Huh7, primary screen, miR-122 inhibitor project, cell-based, single point, plate reader; Huh7 miR-122 Renilla luciferase sensor, 48 h; neutral wells = 0, positive control = 100; activation (reporter increase), % at 12.5 µM; actives 0.3% (n = 340,000);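 active means mean replicate activation score at least 90 and every replicate individually at or above 90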;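 further: higher luciferase means less miR-122 activity so hits act as miR-122 inhibitors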
An asterisk follows results filed as active; / = no result given; [ ] = dose if it differs, or a comment.

The opening three compounds as a preview:
canonical_smiles	Statin myotox sup	PGC1a acetyl inh	Cneo AK release	GSIS activator	PglD inh	FN deposit inh	F508del corr	miR-122 sensor
C[C@H](CO)N1C[C@H](C)[C@H](CN(C)C(=O)CN(C)C)Oc2ncc(/C=C/c3ccccc3)cc2C1=O	-10	1	0	1	-3	10	0.6	7[16.7 µM]
Cc1ccc(NC(=O)COC(=O)CCOc2ccccc2C)cc1	6	4	0	/	-3	/	1.4	2
C[C@H]1CN([C@@H](C)CO)C(=O)c2cc(NC(=O)Cn3cnnn3)ccc2O[C@H]1CN(C)Cc1ccc(C(=O)O)cc1	-8	16	-8	25	0	/	1.0	7[16.7 µM]

The listing (from the top)
canonical_smiles	Statin myotox sup	PGC1a acetyl inh	Cneo AK release	GSIS activator	PglD inh	FN deposit inh	F508del corr	miR-122 sensor
C[C@H](CO)N1C[C@H](C)[C@H](CN(C)C(=O)CN(C)C)Oc2ncc(/C=C/c3ccccc3)cc2C1=O	-10	1	0	1	-3	10	0.6	7[16.7 µM]
Cc1ccc(NC(=O)COC(=O)CCOc2ccccc2C)cc1	6	4	0	/	-3	/	1.4	2
C[C@H]1CN([C@@H](C)CO)C(=O)c2cc(NC(=O)Cn3cnnn3)ccc2O[C@H]1CN(C)Cc1ccc(C(=O)O)cc1	-8	16	-8	25	0	/	1.0	7[16.7 µM]
O=C(Cc1ccccc1Cl)NCc1cccnc1	24	-3	-1	-3	5	0	0.8	-6
Cc1c(CC(=O)N2CCN(C(=O)C3COc4ccccc4O3)CC2)c(=O)oc2c(O)c(O)ccc12 (stereo not given)	15	4	0	/	-6	3	1.4	-8
COC(=O)C[C@@H]1C[C@H]2c3cc(NC(=O)Nc4ccc(F)cc4)ccc3O[C@H]2[C@H](CO)O1	0	2	-2	2	4	-2	0.8	-2[16.7 µM]
COc1ccc(OC)c(-c2csc(NC(=O)c3ccc(OCC4CCCO4)cc3)n2)c1 (stereo not given)	12	-7	2	-7	-1	/	-2.3	6
COc1ccc(NCCC#N)cc1	-7	5	0	-7	0	/	/	5
CCC(=O)Nc1ccc2c(c1)C(=O)N(C)C[C@H](OC)[C@@H](C)CN(CCC(F)(F)F)[C@H](C)CO2	-6	1	0	3	3	14	2.2	16[16.7 µM]
CC(C)NC(=O)NCC[C@@H]1CC[C@@H](NC(=O)Nc2ccccc2)[C@H](CO)O1	-2	2	16	20	-1	-8	0.2	-12[16.7 µM]
COC(=O)c1ccc(S(=O)(=O)N2C3CCC2CC(NC(=O)NC2CCCCC2)C3)cc1 (stereo not given)	13	-3	0	/	-2	/	/	-7
CCC(=O)N1CC[C@@H]2[C@@H](CO)Nc3ccc(-c4ccccc4)cc3[C@@H]21	21	-1	-11	4	3	-15	-1.2	-6[16.7 µM]
O=S(=O)(NC1CC1)c1ccc(Cl)cc1F	2	-12	3	27	2	4	-2.0	-3
COCCNC(=O)c1ccc2snnc2c1	0	-10	0	/	2	-17	/	2
COc1ccc(CCNC(=O)C2CCC(=O)N(CC3CCCCC3)C2)cc1 (stereo not given)	/	-2	1	-6	-3	6	-2.3	-4
Cc1cc(C)c(C(=O)NCCCN2CCOCC2)c(C)c1	4	/	2	0	-2	-5	1.6	/
NC1=NC(=O)/C(=C/c2cccc(-c3ccc(S(N)(=O)=O)cc3)c2)S1	-9	-1	0	14	-2	2	2.4	-5
Cc1ccccc1NC(=O)Cn1c(CCC(=O)O)ccc1-c1cccs1	/	9	/	10	/	-2	1.3	/
COc1ccc(OC)c2nc(-c3ccncc3)ccc12	-3	-11	0	4	-1	5	-0.2	-2
OC(c1ccccc1)C(CN1CCOCC1)c1ccccc1 (stereo not given)	/	9	/	19	/	3	-0.9	/

Exported with two lines to a compound: entries from further up.
Order of values: Statin myotox sup	PGC1a acetyl inh	Cneo AK release	GSIS activator	PglD inh	FN deposit inh	F508del corr	miR-122 sensor
COC(=O)c1ccc(S(=O)(=O)N2C3CCC2CC(NC(=O)NC2CCCCC2)C3)cc1 (stereo not given)
→ 13	-3	0	/	-2	/	/	-7
CCC(=O)N1CC[C@@H]2[C@@H](CO)Nc3ccc(-c4ccccc4)cc3[C@@H]21
→ 21	-1	-11	4	3	-15	-1.2	-6[16.7 µM]
O=S(=O)(NC1CC1)c1ccc(Cl)cc1F
→ 2	-12	3	27	2	4	-2.0	-3

Following part:
canonical_smiles	Statin myotox sup	PGC1a acetyl inh	Cneo AK release	GSIS activator	PglD inh	FN deposit inh	F508del corr	miR-122 sensor
COc1cccc(CN2CCNC(=O)C2CC(=O)N(Cc2cnn(C)c2)C(C)C)c1 (stereo not given)	/	8	/	4	/	2	-0.9	/
COc1ccc(CC(=O)N(C)CC(=O)Nc2ccccc2SC)cc1	3	-1	-1	0	-1	-1	2.1	-2
O=C(CCNC(=O)C1CCN(S(=O)(=O)c2ccccc2)CC1)NCCc1ccc(Cl)cc1	25	-3	1	-8	-1	5	0.5	16
C=CCON1C(=O)c2ccccc2C1=O	19	2	-3	/	3	/	/	-2
COc1ccccc1CNC(=O)CCNS(=O)(=O)c1cccc2nsnc12	16	0	0	4	-2	/	2.7	-4
O=C(C[C@H]1C/C=C\CC[C@H](Cc2ccc(F)cc2)C(=O)OC[C@@H]2CCCN2C1=O)N[C@H](CO)Cc1ccccc1	-11	/	13	-41	7	-3	-1.1	9
CCN(Cc1ccccc1)C(=O)C1CCN(S(=O)(=O)c2ccc3c(c2)OCCO3)CC1	6	-5	-3	-22	1	/	0.3	8
CO[C@H]1CC[C@@H]2CCOc3c(C#N)cccc3C(=O)N(C)C[C@@H](C)C(=O)N(C)C[C@@H]1O2	3	-5	19	-1	-7	-1	0.4	/
CC(=O)c1cccc(NC(=O)c2ccc3c(c2)CCN3S(=O)(=O)c2ccccc2)c1	-7	/	-2	1	-2	-3	3.1	26
O=C(NNS(=O)(=O)c1ccc(Cl)cc1)c1cc(-c2ccccc2)nc2ccccc12	/	-4	5	-14	2	-2	0.3	3

An excerpt from further up, for reference:
canonical_smiles	Statin myotox sup	PGC1a acetyl inh	Cneo AK release	GSIS activator	PglD inh	FN deposit inh	F508del corr	miR-122 sensor
CCN(Cc1ccccc1)C(=O)C1CCN(S(=O)(=O)c2ccc3c(c2)OCCO3)CC1	6	-5	-3	-22	1	/	0.3	8
CO[C@H]1CC[C@@H]2CCOc3c(C#N)cccc3C(=O)N(C)C[C@@H](C)C(=O)N(C)C[C@@H]1O2	3	-5	19	-1	-7	-1	0.4	/

Additional entries.
canonical_smiles	Statin myotox sup	PGC1a acetyl inh	Cneo AK release	GSIS activator	PglD inh	FN deposit inh	F508del corr	miR-122 sensor
CC(C)(C)OC(=O)C[C@@H]1C/C=C\C[C@@H](CC(=O)N[C@@H](CO)Cc2ccccc2)C(=O)N2CCC[C@H]2COC1=O	27	/	-10	/	1	2	-0.3	-1
CCOc1ccc(/C=N/NC(=O)c2cc3c(OC)cccc3[nH]2)cc1	-21	/	3	19	1	5	0.8	-15
CCOC(=O)CN1N=C(c2ccc(C)cc2)CCC1=O	1	-12	-2	8	2	-6	-1.4	-10
Cc1ccc(CNC(=O)C2CCC(=O)N(CCc3ccc(Cl)cc3)C2)s1 (stereo not given)	-1	/	0	-9	8	/	0.7	/
COc1ccc(C(=O)NCC(c2cccs2)N2CCOCC2)cc1OC (stereo not given)	-11	3	-1	41	-4	-3	1.7	4
CCn1c(=O)cc(SCC(=O)NCCCN2CCN(c3ccccc3F)CC2)c2ccccc21	12	-47	2	-19	3	/	-0.4	-20
O=C(C1CCC1)N1CCCCN2[C@H](C1)[C@@H](c1ccc(C#CC3CCCC3)cc1)[C@@H]2CO	/	4	2	/	-2	/	1.6	-26[16.7 µM]
C[C@@H]1CN([C@@H](C)CO)C(=O)c2cccc(NC(=O)C3CCOCC3)c2O[C@@H]1CN(C)S(=O)(=O)c1ccc(Cl)cc1	7	9	0	-8	1	/	-0.5	-4[16.7 µM]
CC(=O)C[C@H](O)CC(=O)[C@H]1OC(=O)[C@@H](C)CCCCc2ccccc21	-8	6	-1	5	0	19	-0.8	-2
COc1ccc2c(c1)oc(=O)c1cc(OC)ccc12	5	-5	-2	16	5	/	0.2	1
N#CC1=C(N)N=C(SCc2ccccc2)C(C(N)=O)C12CCCCC2 (stereo not given)	14	2	1	-18	4	1	/	0
O=C(Nc1ccccc1F)N[C@@H]1CC[C@H](CCNC(=O)C2CCC2)O[C@H]1CO	-2	-3	-5	4	2	/	-2.1	/
O=C1CC2(CCCC2)C(=O)N1CN1CCN(S(=O)(=O)c2ccc(F)cc2F)CC1	-6	-4	2	/	7	-10	-1.4	5
O=C(CCN1CCCCC1)N[C@@H]1CC[C@H](CCn2cc(-c3ccccc3)nn2)O[C@H]1CO	15	-3	50	8	2	/	-0.2	/
CCc1ccc(C(=O)CCC(=O)Nc2ccc(OC)c(S(=O)(=O)N3CCCCC3)c2)cc1	7	-9	-1	-11	7	11	-4.0	4
CCOc1cc(CNCc2ccccc2)ccc1OCC(=O)NC1CCCCC1	-9	/	1	-10	-6	10	1.0	/
Cc1cc2c(Nc3cccc(O)c3)ncnc2s1	-45	/	-3	4	-3	-1	-1.0	-2
NC(=O)NC(CC(=O)NCCCc1ccccc1)c1ccc(Cl)cc1 (stereo not given)	5	-5	-1	-11	0	-11	2.0	1
N#C/C(=C(\O)C(F)(F)F)c1nnc2n1CCCCC2	/	3	-1	5	0	-3	-1.4	/
CCCn1ncc([C@@H]2C[C@H]3CN(Cc4cccc(Cl)c4)C(=O)[C@]34CCCN24)c1C	/	-9	/	-3	/	2	2.1	/
Cc1ccc(OCCn2c(=O)oc3ccc(C)cc32)cc1	0	-11	-2	3	7	-1	-3.4	-4
CC(C)(C)c1ccc(Cn2nc(CC(=O)O)c3ccccc3c2=O)cc1	6	-2	1	6	0	-1	-3.0	11
CCC(=O)Nc1ccc2c(c1)C(=O)N(C)C[C@@H](OC)[C@@H](C)CN[C@H](C)CO2	-9	8	-4	-8	-5	9	-1.9	7[16.7 µM]
CC(=O)NC[C@H]1[C@H](c2ccc(-c3ccccc3F)cc2)[C@H](CO)N1C(=O)C1CC1	-3	-8	0	-6	20	-14	-0.5	-7[16.7 µM]
COc1ccc(OC)c(-n2c(=S)[nH]c3cc(C(=O)N4CCC(C(N)=O)CC4)ccc3c2=O)c1	/	-1	1	/	-3	-5	/	-1

Taken from above.
miR-122 sensor, `CC(=O)NC[C@H]1[C@H](c2ccc(-c3ccccc3F)cc2)[C@H](CO)N1C(=O)C1CC1` stands at -7[16.7 µM]
Statin myotox sup, `Cc1ccc(OCCn2c(=O)oc3ccc(C)cc32)cc1` stands at 0
miR-122 sensor, `CC(C)(C)c1ccc(Cn2nc(CC(=O)O)c3ccccc3c2=O)cc1` stands at 11
miR-122 sensor, `COc1ccc(OC)c(-n2c(=S)[nH]c3cc(C(=O)N4CCC(C(N)=O)CC4)ccc3c2=O)c1` stands at -1
FN deposit inh, `CCC(=O)Nc1ccc2c(c1)C(=O)N(C)C[C@@H](OC)[C@@H](C)CN[C@H](C)CO2` stands at 9

Rows are unselected. About 2.1% of those tested had a hit in this group.
